Compound activity from PubChem BioAssay.
PostGolgi yeast: phenotypic screen on post-Golgi transport, primary screen; post-Golgi transport phenotypic cell assay; inhibition, % at 10 µM; 98,000 tested, 0.9% active; in the data active = inhibition above about 30%;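 also: yeast cells grown in 1536-well plates; yeast grown about 18 h at 30C before absorbance read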
PTK2B oligo ant: antagonists of Pyk2 self-association, primary screen, Q293 cells, FERM NanoBiT luminescence, HTS | Protein-tyrosine kinase 2-beta (Homo sapiens), Q14289 | hits give low values | z-score (the deposit names both 25 µM and 10 µM) | 99,000 tested, 0.83% active | AID 1347419, 2020;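 active = Z-score of -3 or lower, scaled per plate to the spread of control and sample wells; inactive = z-score above -3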;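 also: negative z-score means lost luminescence so less FERM oligomerization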
Target sequence (Q14289 whole entry, looked up): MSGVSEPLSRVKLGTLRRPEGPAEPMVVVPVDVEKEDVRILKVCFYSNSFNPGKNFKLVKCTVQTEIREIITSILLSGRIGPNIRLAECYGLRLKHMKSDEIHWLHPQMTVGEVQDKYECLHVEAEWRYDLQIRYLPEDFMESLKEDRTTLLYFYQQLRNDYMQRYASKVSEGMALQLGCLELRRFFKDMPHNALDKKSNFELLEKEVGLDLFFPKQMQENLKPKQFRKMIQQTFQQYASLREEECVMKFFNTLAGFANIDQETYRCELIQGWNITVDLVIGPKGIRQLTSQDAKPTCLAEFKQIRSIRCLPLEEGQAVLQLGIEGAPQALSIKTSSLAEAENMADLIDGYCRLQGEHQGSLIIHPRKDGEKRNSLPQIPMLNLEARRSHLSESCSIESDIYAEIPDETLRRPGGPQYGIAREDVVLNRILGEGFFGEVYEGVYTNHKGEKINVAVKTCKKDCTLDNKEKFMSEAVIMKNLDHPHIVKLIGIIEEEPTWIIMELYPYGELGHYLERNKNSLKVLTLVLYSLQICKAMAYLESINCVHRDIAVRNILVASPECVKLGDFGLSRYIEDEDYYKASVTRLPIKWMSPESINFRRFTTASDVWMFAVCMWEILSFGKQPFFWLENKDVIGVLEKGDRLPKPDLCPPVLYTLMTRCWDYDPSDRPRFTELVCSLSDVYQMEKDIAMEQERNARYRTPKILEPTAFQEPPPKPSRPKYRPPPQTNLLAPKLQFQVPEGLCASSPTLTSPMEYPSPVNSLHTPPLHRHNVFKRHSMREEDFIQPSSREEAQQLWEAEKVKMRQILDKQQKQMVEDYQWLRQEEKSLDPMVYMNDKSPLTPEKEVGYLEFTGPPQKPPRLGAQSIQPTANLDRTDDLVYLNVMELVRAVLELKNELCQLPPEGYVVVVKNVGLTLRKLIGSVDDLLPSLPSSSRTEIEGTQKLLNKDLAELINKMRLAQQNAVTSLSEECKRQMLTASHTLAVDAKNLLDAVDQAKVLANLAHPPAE
CYP2C9 inhib: blockers of cytochrome P450 2C9 activity – biochemical, luminescence, ADME assay, primary screen; CYP2C9 Supersomes, luciferin-H conversion; inhibition, % at 5 µM; 96,000 tested, 20% active;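 active = blocking of liver enzyme CYP2C9 beyond about 50% at 5 µM, limit read from the data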; also: values of inactives mirror those of a sister screen read the other way
E coli WT exp: growth inhibitors of wild-type E. coli, primary screen, strain BW25113, expanded library, OD600; AID 710, 2007; 98,000 tested, 0.15% active; growth inhibition, % at 100 µM; OD600 absorbance;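 active = growth inhibition above about 50% at one test dose, limit read from the data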;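 also: growth measured after 20 h incubation at 37 °C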
CYP2C19 act: human CYP2C19 activators, primary screen, biochemical, luminescence | 96,000 tested, under 10 active | Cytochrome P450 2C19 (Homo sapiens), P33261 | activation factor at 5 µM | recombinant CYP2C19, luciferin-H EGE luminescence; hits give high values; 0 = fully inhibited enzyme, 1 = untreated enzyme;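 active = activation factor of at least 2 at 5 µM in the primary screen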;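 also: 0 = wells with 2.5 mM tranylcypromine and 1 = vehicle-only wells; values of inactives mirror those of a sister screen read the other way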
PLAP activator: PLAP enzyme activators, biochemical, luminescence, HTS. Alkaline phosphatase, placental type (Homo sapiens), P05187. purified PLAP enzyme, luminescent substrate read-out; hits give high values. activation fold at 20 µM. 96,000 tested, 1.2% active; in the data active = activation fold above about 2
EphB4 antag: EphB4-ephrin-B2 interaction antagonists, primary screen, biochemical, TNYL-RAW peptide probe, fluorescence polarization | Ephrin type-B receptor 4 (Homo sapiens), P54760 | EphB4 LBD / TNYL-RAW-Alexa532 peptide | inhibition, % at 7 µM | 97,000 tested, 0.15% active | AID 720, 2007;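 active = inhibition above the screen-wide mean inhibition plus 3 SD, cut at about 15% in these data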;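 also: 0% = DMSO wells and 100% = excess unlabeled TNYL-RAW peptide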
CYP2C19 inh: blockers of cytochrome P450 2C19 activity – biochemical, luminescence, ADME assay, primary screen; CYP2C19 Supersomes, luciferin-H EGE luminescence, 30 min; inhibition, % at 5 µM; 96,000 tested, 21% active; AID 778, 2007;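 active = CYP2C19 inhibition above a set limit at 5 µM in the primary screen, cut at about 50% in these data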;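 also: plate controls were negative control wells for no effect and 2.5 mM tranylcypromine positive control for full effect; values of inactives mirror those of a sister screen read the other way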
CYP2C9 act: human CYP2C9 activators, primary screen, biochemical, luminescence; Cytochrome P450 2C9 (Homo sapiens), P11712; recombinant CYP2C9, luciferin-H conversion; hits give high values; factor 1 = untreated enzyme, 0 = blocked; activation factor at 5 µM; 96,000 tested, 1.4% active; AID 1024, 2008;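 active = activation factor of 2 or more for CYP2C9 at a 5 µM dose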;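 also: 0 = sulfaphenazole-blocked wells and 1 = vehicle-only wells; values of inactives mirror those of a sister screen read the other way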
* = called active by the depositor; nt = no result given.

SMILES	PostGolgi yeast	PTK2B oligo ant	CYP2C9 inhib	E coli WT exp	CYP2C19 act	PLAP activator	EphB4 antag	CYP2C19 inh	CYP2C9 act
CCCc1cc(=O)n2[nH]c(NCc3ccccc3F)nc2n1	5	0.65	26	4	1.1	0.9	-7	-6	0.7
COc1ccc(S(=O)(=O)N2CCC(C(=O)N3CCc4ccccc4C3)CC2)cc1OC	nt	-0.35	46	nt	0.5	1.6	nt	54*	0.5
Cn1c(=S)n(/N=C/c2ccc3c(c2)OCO3)c2ccccc21	2	-0.2	-1	-6	1.1	0.8	9	-6	1
COC(=O)C1=C(C)NC(=O)CC1c1cccc(Cl)c1Cl (stereo not drawn)	0	nt	16	5	0.6	0.9	nt	40	0.8
CCOc1ccc2[nH]c(=O)c(CN(CCOC)C(=O)N3CCOCC3)cc2c1	12	0.97	5	4	1	1.1	0	-1	1
NC(=O)C1CCN(Cc2nc3ccccc3c(=O)[nH]2)CC1	-4	0.68	22	1	0.9	1	-4	6	0.8
CCOc1c(Cl)cc(/C=N/O)cc1OC	-1	-0.05	-30	7	0.9	0.9	2	8	1.3
CCOCCCn1c(=S)[nH]c2cc(C(=O)NCCN(CC)CC)ccc2c1=O	8	0.11	1	-2	1.1	1.2	0	-6	1
COc1ccc(N=C2S/C(=C\c3cccs3)C(=O)N2CC(C)C)cc1	19	-0.65	-8	-4	1.2	0.9	0	-21	1.1
CC1(C)NC(=O)N(CCCOc2ccccc2Br)C1=O	2	-0.11	57*	5	0.1	1	0	89*	0.4
CC(=O)N1CCN(S(=O)(=O)c2ccc(C)cc2)C1c1ccc(N(C)C)cc1 (stereo not drawn)	-3	-1.1	2	-6	0.6	1.5	-7	44	1
COc1ccc(NC(=O)C2CCCN2C(=O)OCc2ccccc2)c(OC)c1 (stereo not drawn)	10	0.02	3	-4	0.7	0.9	nt	26	1
COC(=O)c1ccc(OCCOc2ccccc2)cc1	-19	0.82	54*	1	0.3	0.8	-5	67*	0.5
Cc1ccc(NC(=O)c2cc(NC(=O)C3CC=CCC3C(=O)O)ccc2N2CCOCC2)cc1Cl (stereo not drawn)	9	0.06	61*	3	0.9	1.6	-3	9	0.4
COc1ccc(C(=O)CSc2nnc(-c3cccs3)n2-c2ccccc2)cc1	-7	0.53	44	-3	0.8	0.9	5	20	0.6
COc1ccc(C2CC(O)(C(C)(C)O)NO2)cc1 (stereo not drawn)	10	0.55	13	2	0.9	0.9	0	6	0.9
Cc1ccc(-c2noc(C3CCCN(C(=O)c4ccccc4)C3)n2)o1 (stereo not drawn)	17	-0.21	24	5	0.9	1.3	-3	13	0.8
CC(Oc1ccc2ccccc2c1)C(=O)NNC(=S)NC(=O)c1ccco1 (stereo not drawn)	43*	1	85*	14	0.4	2.6*	4	57*	0.1
CCn1cc(/C=C/C(=O)NCc2c(C)nn(C)c2C)cn1	4	1.4	-2	0	1	1	-6	-4	1
CCC(Sc1nc2cc3c(cc2c(=O)n1Cc1ccco1)OCO3)C(=O)NCCOC (stereo not drawn)	10	0.02	26	3	0.6	0.9	4	39	0.7
O=C(Cc1n[nH]c(=O)c2ccccc12)NCc1ccccn1	0	-0.16	2	6	1.1	1	-3	-6	1
NC(=O)c1ncc(C(F)(F)F)cc1Oc1cccc(F)c1	10	-0.11	3	-5	0.8	0.9	1	16	1
CCOC(=O)N1CCN(S(=O)(=O)c2ccc(OCC(=O)OC)c(Cl)c2)CC1	-5	0.12	-6	0	0.9	1.1	10	7	1.1
COc1ccccc1NC(=O)Cc1csc(NC(=S)Nc2ccccc2)n1	-2	-1.1	66*	-2	0.9	1	10	8	0.3
c1ccc(Cn2nnc3c(N4CCOCC4)ncnc32)cc1	-2	nt	13	6	0.2	1.2	-2	76*	0.9
CC(O)C(=O)NCCOCCOCCNC(=O)C(C)O (stereo not drawn)	3	0.03	44	-7	0.3	1	-3	66*	0.6
Cc1cnc(C(=O)Nc2ccc(-n3cnnn3)cc2)cn1	2	-0.01	5	1	1	0.8	1	3	1
CCC(=NCc1ccccc1)c1c(C(F)(F)F)[nH]n(-c2nc3ccccc3s2)c1=O	-1	-0.36	94*	-7	0.3	1.7	-4	68*	0.1
FC(F)(F)c1cccc(-c2nnc3ccc(C(F)(F)F)cn23)c1	-7	-0.34	7	11	0.5	1	-1	50	0.9
Nc1nc(-c2cccc(Br)c2)cs1	4	0.43	0	23	0.4	0.8	0	64*	1
CC(C)CCNC(=O)C1C2C=CC3(CN(Cc4ccccc4Cl)C(=O)C13)O2 (stereo not drawn)	3	nt	33	0	0.8	1.4	3	23	0.7
CC(=O)OC1CC(n2ccc(NC(=O)c3ccccc3)nc2=O)OC1CO (stereo not drawn)	-5	0.21	-3	10	1.1	1.1	-1	-9	1
COc1ccccc1N1CCN(C(c2ccc(Cl)cc2)c2nnnn2C(C)(C)C)CC1 (stereo not drawn)	4	-2.5	87*	-19	0.1	1.3	-8	89*	0.1
COCC(=O)Nc1nc2n(n1)C(c1ccccc1Cl)CC(c1ccc(OC)cc1)N2 (stereo not drawn)	-3	-2.5	23	2	1	1.7	-3	1	0.8
COCCCNC(=S)NNC(=S)Nc1ccc(F)cc1F	8	-0.56	41	1	0.7	2.7*	-4	26	0.6
CC1(C)CC2(CCO1)OC(=O)CC2C(=O)NCCc1ccccc1 (stereo not drawn)	-3	0.33	-2	-12	1	1.1	-3	-2	1
COc1ccccc1N1CCN(c2nc3c(C)cccn3c(=O)c2C=O)CC1	2	-0.91	-71	4	0.3	1.3	-2	69*	1.7
Cc1csc(SCC(=O)c2c(N)n(C)c(=O)n(C)c2=O)n1	-3	0.87	4	-12	0.9	1	-2	9	1
CN(C(=O)COC(=O)C1CCN(S(=O)(=O)c2cccs2)CC1)C1CCS(=O)(=O)C1 (stereo not drawn)	-8	-0.37	3	5	1	1	7	1	1
Cc1cc(-c2csc(NC(=O)c3cc4ccccc4o3)n2)c(C)n1C	-2	0.92	nt	-17	nt	nt	-5	nt	nt
CC(=N\O)/C(CN(C)C)=N/O	-5	0.15	6	2	1	0.9	-4	4	0.9
CCOc1ccc(C(=O)N2CCCC2)cc1OC	10	0.05	-5	2	0.7	1.2	-4	26	1.1
O=c1[nH]c(N2CCN(c3ccccc3)CC2)nc2c1CCC2	-8	0.14	3	-7	0.8	1	2	19	1
Cc1c(NC(=O)CSc2ccc3c(c2)OCCO3)c(=O)n(-c2ccccc2)n1C	2	0.16	0	3	1.1	1	8	-7	1
CC1CCCN(C(=O)c2cc(F)c(F)cc2Cl)C1 (stereo not drawn)	-5	0.06	-12	7	1	0.9	0	2	1.1
COc1cc(/C=C/C(=O)c2c(O)cc(C)oc2=O)cc(OC)c1O	1	-0.45	8	0	0.9	0.6	-9	8	0.9
CC(=O)c1cccc(NC(=O)CCC2CCCC2)c1	3	0.25	22	8	0.8	1	-4	17	0.8
CCN(c1cccc(C)c1)S(=O)(=O)c1cccc2nsnc12	3	-0.24	53*	9	0.1	1.1	nt	89*	0.5
C=C(C)Cn1c(SCC#N)nc2ccccc2c1=O	12	-0.18	45	-8	0.5	1.1	8	47	0.6
CCn1cc(C(=O)OCC(=O)N(C)C2CCS(=O)(=O)C2)c(=O)c2ccc(C)nc21 (stereo not drawn)	7	-0.14	-28	0	1.1	1	-7	-7	1.3
Cc1ccc(C(=O)c2cnc3ccccc3c2-c2ccccc2)cc1	-7	-2.5	38	-16	0.8	1.1	12	18	0.6
CC(C)CC(=O)Nc1nnc(-c2ccco2)s1	2	0.57	3	0	0.7	0.9	3	33	1
O=c1c2c3c(sc2n(CCN2CCCC2)c(=O)n1Cc1ccco1)CCCCC3	6	2.2	52*	3	0.6	1.5	nt	36	0.5
Cc1ccc(CC(=O)NCc2ccc3c(c2)OCO3)cc1	0	0.1	48	3	0.7	0.8	2	34	0.5
COc1ccc(C2=CSC3=C(C(=O)c4cccc(S(=O)(=O)N(C)C)c4)CCN23)cc1	-4	0.18	64*	4	0.1	2.9*	4	86*	0.4
CC(=O)c1cccc(NC(=O)c2nccnc2C(=O)O)c1	-1	-0.94	7	-9	1	1	4	-2	0.9
CCOC(=O)C1CCN(S(=O)(=O)c2ccc(C(=O)OC)cc2)CC1	16	1.8	1	1	0.9	1	7	6	1
Cc1cc(OCC(=O)Nc2ccc3c(c2)OCCO3)cc(C)c1Cl	-5	-1.3	-23	-12	0.9	0.7	-5	6	1.2
Cc1ccc(C)c(NC(=O)CSc2nnc([C@@H]3CCCN3C(=O)OC(C)(C)C)o2)c1	4	-1.3	0	4	0.9	1.3	-6	5	1
Cc1ccc(C)c(OCC(=O)Nc2cccc(C(=O)O)c2)c1C	-4	0.49	36	1	1.2	1.2	-4	-18	0.6

Looked up by compound from the entries so far, 3 records:
SMILES	PostGolgi yeast	PTK2B oligo ant	CYP2C9 inhib	E coli WT exp	CYP2C19 act	PLAP activator	EphB4 antag	CYP2C19 inh	CYP2C9 act
CC(C)CC(=O)Nc1nnc(-c2ccco2)s1	2	0.57	3	0	0.7	0.9	3	33	1
Cc1ccc(CC(=O)NCc2ccc3c(c2)OCO3)cc1	0	0.1	48	3	0.7	0.8	2	34	0.5
Cc1ccc(C)c(OCC(=O)Nc2cccc(C(=O)O)c2)c1C	-4	0.49	36	1	1.2	1.2	-4	-18	0.6

New compounds follow.
SMILES	PostGolgi yeast	PTK2B oligo ant	CYP2C9 inhib	E coli WT exp	CYP2C19 act	PLAP activator	EphB4 antag	CYP2C19 inh	CYP2C9 act
CN(C)/C=N/c1ncc(C(=O)c2ccc3ccccc3c2)s1	2	-0.37	-128	12	0.5	1.4	-1	53*	2.3*
COc1cccc(Oc2cn[nH]c2-c2ccc(O)cc2O)c1	-1	-2.5	97*	24	0	2*	6	98*	0
Cc1csc(NC(=O)CNC(=O)OCc2ccccc2)n1	-4	-0.23	0	10	1	0.8	7	0	1
CCCOC(=S)Nc1ccccc1	-7	0.39	20	13	0.4	1	-7	62*	0.8
C=CCOc1cccc(/C=N/NC(=O)C(=O)NCc2ccco2)c1	-6	1	2	-2	1	0.9	-8	0	1
O=c1c2c(C(F)(F)F)cc(C(F)(F)F)nc2[nH]n1-c1ccccc1	7	-1.6	84*	-3	1	1.2	8	2	0.2
COc1ccc(C(=O)n2c(SC)nc3cc4c(cc32)OCCO4)cc1	7	2	54*	-5	0.8	1	4	24	0.5
Cc1ccc(CNS(=O)(=O)c2ccc(C(C)(C)C)cc2)n1C	-10	0.16	-90	3	0.3	1.2	-6	73*	1.9
CCn1c(Cc2ccccc2)nnc1SCC(=O)Nc1nc2ccccc2s1	-8	2.4	21	-20	0.8	0.8	-2	22	0.8
O=C(NCc1ccco1)c1cnccn1	-2	-0.27	-7	8	1	1.3	6	-1	1.1
NC(=O)C1(N2CCCCC2)CCN(C(=O)c2cccs2)CC1	0	nt	9	-2	0.7	0.8	-9	29	0.9
O=C1CC(N2CCC(c3nc4ccccc4s3)CC2)C(=O)N1 (stereo not drawn)	-1	-0.26	-16	1	1.1	1.5	-5	-14	1.2
OCCOCCNc1ncnc2sc(-c3ccccc3)cc12	5	0.2	59*	4	0.4	2.2*	2	64*	0.4
N#Cc1ccccc1OCC(=O)NC(N)=O	0	1.5	-50	6	1.1	0.9	0	-12	1.5
Cc1ccc(-c2c(C)sc(NC(=O)C3C4CCC(O4)C3C(=O)O)c2C(=O)OC(C)C)cc1 (stereo not drawn)	11	-0.7	5	6	1	1.3	1	-2	0.9

Compounds as they come; 31% or so of the library scored in one or more.
